# Screening results: PubChem BioAssay, National Center for Advancing Translational Sciences (NCATS)
# HEK293 tox: cytotoxicity counter-screen for GLP-1 receptor inverse agonists. Potency, µM (doses to about 38.3 µM), inactives show top-dose activity change, negative = inhibition, actives largely listed as inhibitors. actives 0.13% (n = 410,000). HEK293 cAMP-luciferase reporter cells, luminescence, 24 h;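 note: loss of luciferase light is scored as toxicity; potency is the fitted concentration of half-maximal effect; % is set by controls: 0 for no effect and ±100 for the full control effect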
#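 Here, cytotoxicity is scored as loss of luminescence. The MLSMR collection was tested on cells seeded in medium containing 10% Nu serum, with a 24 hr compound exposure preceded by 12 hours of culture.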
# GLP-1R inv ag: acts as inverse agonist at human GLP-1 receptor | P43220 | HEK293 GLP-1R CRE-luciferase, luminescence, 24 h; GLP-1R form is constitutively active | Potency, µM (highest dose often 38.3 µM), for the others: at the highest dose activity change, negative = inhibition, hits mostly inhibitors | actives 1.6% (n = 410,000) | AID 624417; note: potency is the fitted concentration of half-maximal effect; % is set by controls: 0 for no effect and ±100 for the full control effect; nearly all actives have a fitted effect of over 55% in size
# Target sequence (P43220 whole entry, looked up): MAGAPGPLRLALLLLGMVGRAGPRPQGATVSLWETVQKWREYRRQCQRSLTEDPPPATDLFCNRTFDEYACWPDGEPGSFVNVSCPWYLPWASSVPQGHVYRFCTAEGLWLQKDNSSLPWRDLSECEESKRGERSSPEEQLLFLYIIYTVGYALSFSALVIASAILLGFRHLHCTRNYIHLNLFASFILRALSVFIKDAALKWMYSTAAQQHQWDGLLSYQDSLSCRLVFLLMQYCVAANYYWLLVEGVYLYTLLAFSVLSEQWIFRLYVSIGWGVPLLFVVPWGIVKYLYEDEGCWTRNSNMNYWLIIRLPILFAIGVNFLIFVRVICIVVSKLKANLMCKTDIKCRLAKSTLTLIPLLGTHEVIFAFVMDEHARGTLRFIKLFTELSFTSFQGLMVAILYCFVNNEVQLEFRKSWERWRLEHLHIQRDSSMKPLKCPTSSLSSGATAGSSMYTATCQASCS
#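 HEK293 cells stably co-expressing constitutively active GLP-1R and a cAMP-responsive luciferase reporter were seeded in DMEM with 10% Nu serum, given compounds after 12 h, and incubated 24 h at 37 deg C. Luminescence was then read.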
# D3 ag: agonists of human D3 dopamine receptor | P35462 | D3R DiscoveRx beta-arrestin cells, luminescence, 90 min | max activation, % | actives 0.58% (n = 410,000) | AID 652048; in the data active = max activation above about 30%; note: 0% is about no effect; mostly tested at two doses, the higher about 12 µM
# Target sequence (P35462 whole entry, looked up): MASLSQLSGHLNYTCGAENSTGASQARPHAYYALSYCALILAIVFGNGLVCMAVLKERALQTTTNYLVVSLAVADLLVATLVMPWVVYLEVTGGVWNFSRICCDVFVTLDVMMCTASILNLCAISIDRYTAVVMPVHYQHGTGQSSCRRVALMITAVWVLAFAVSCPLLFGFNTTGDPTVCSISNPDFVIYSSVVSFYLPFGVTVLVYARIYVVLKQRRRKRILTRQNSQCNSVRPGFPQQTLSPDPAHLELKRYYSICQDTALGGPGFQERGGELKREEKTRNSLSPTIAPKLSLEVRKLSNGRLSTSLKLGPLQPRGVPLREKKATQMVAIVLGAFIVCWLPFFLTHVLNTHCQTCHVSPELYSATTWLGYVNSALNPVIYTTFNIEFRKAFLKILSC
#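 Cells at 1500/well, incubated overnight, then treated with pinned compounds (dopamine as control) for 90 min at 37 degrees C. DiscoveRx reagent added for 30 - 60 minutes at room temperature; luminescence read.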
# * hit, by the source's call; ? = inconclusive; [ ] = dose if it differs, or a comment. Unless noted, calls come from the whole dose curve; as a rule, active = well fitted curve in the direction sought with a large enough effect; inconclusive = small, poorly fitted or top-dose-only effect, or another doubt; inactive = no such curve, though single readings can be large; an effect the other way counts as inactive or inconclusive. Only part of the results is shown, so the mix of outcomes need not match the whole.
# Under each structure – HEK293 tox | GLP-1R inv ag | D3 ag
- O=C(Cn1nnc2sc(-c3ccccc3)cc2c1=O)Nc1cccc(C(F)(F)F)c1
    0% | 1% | -2
- COc1cccc(-c2nn3c(=O)cc(CN4CCN(C(=O)/C=C/c5ccccc5)CC4)nc3s2)c1
    7% | 14% | 12
- O=C(NCc1ccccc1Cl)c1ccc2oc(=O)n(Cc3ccccc3)c2c1
    -8% | ? | -3
- Cc1cc(Cl)ccc1OCc1nc(-c2ccc(-n3cccc3)cc2)no1
    4% | 5% | -19
- O=C(NCc1cccc(Br)c1)c1ccc(-n2cnc3cccnc32)cc1
    0% | -9% | -17
- Cn1c(=O)c2sccc2n2c(CCCC(=O)Nc3ccc(F)c(F)c3)nnc12
    3% | 29% | -2
- O=C(CSc1nnc(-c2ccccc2F)o1)Nc1cccc(C(F)(F)F)c1
    9% | -5% | -17
- CN(Cc1ccccc1)S(=O)(=O)c1ccc(NC(=O)c2cc(=O)c3ccccc3o2)cc1
    -7% | ? | 27
- O=C(O)c1cccc(-n2cnc3cccnc32)c1
    6% | 8% | 7
- CCc1c(C)sc2c1CCN(C(=O)Nc1cc(OC)c(OC)c(OC)c1)C2c1ccccc1 (configuration not stated)
    -5% | 10µM* | 1
- COC(=O)c1ccc(C(=O)Nc2ccc(-c3nc4cc(NC(=O)c5ccc(C(=O)OC)cc5)ccc4o3)cc2)cc1
    10% | -3% | 4
- Cn1ncc(C(=O)N2CCN(c3ccccc3F)CC2)c1C1CCN(C(=O)OC(C)(C)C)CC1
    1% | 0% | 1
- CCCCC(=O)Nc1ccc2nc(SCC(=O)N3CCc4ccccc43)sc2c1
    -16% | ? | -11
- CC(C)NC(=O)C1CCC(Cn2c(=O)c3sccc3n(CC(=O)Nc3ccccc3)c2=O)CC1 (configuration not stated)
    3% | 9% | 4
- COc1cccc(C(=O)Nc2ccccc2OCc2cc(=O)n3ccccc3n2)c1
    -5% | -6% | -12
- O=S(=O)(NCCc1nnc2ccc(SCc3c(F)cccc3Cl)nn12)c1ccccc1
    -12% | 19% | 9
- COc1ccc(N2CCN(c3ncnc4onc(-c5ccc(F)cc5)c34)CC2)cc1
    9% | 3% | 0
- Cc1cc(NC(=O)n2ncc3c(C)cccc32)ccc1Br
    -5% | 27% | 3
- COc1ccc(CCNC(=O)c2cccc(Nc3nc4ccccc4nc3-n3nc(C)cc3C)c2)cc1OC
    0% | 7% | -5
- CCC(C(=O)Nc1cc(OC)ccc1OC)n1c(C)c2cnn(-c3ccccc3)c(=O)c2c1C (configuration not stated)
    1% | 10% | -11

# Complete entries, looked up by structure. Order of values: HEK293 tox, GLP-1R inv ag, D3 ag
# CCCCC(=O)Nc1ccc2nc(SCC(=O)N3CCc4ccccc43)sc2c1 is listed with -16%, ?, -11
# Cn1ncc(C(=O)N2CCN(c3ccccc3F)CC2)c1C1CCN(C(=O)OC(C)(C)C)CC1 is listed with 1%, 0%, 1
# O=S(=O)(NCCc1nnc2ccc(SCc3c(F)cccc3Cl)nn12)c1ccccc1 is listed with -12%, 19%, 9
# CC(C)NC(=O)C1CCC(Cn2c(=O)c3sccc3n(CC(=O)Nc3ccccc3)c2=O)CC1 (configuration not stated) is listed with 3%, 9%, 4
# COC(=O)c1ccc(C(=O)Nc2ccc(-c3nc4cc(NC(=O)c5ccc(C(=O)OC)cc5)ccc4o3)cc2)cc1 is listed with 10%, -3%, 4

# (cont.)
# Under each structure – HEK293 tox | GLP-1R inv ag | D3 ag
- Cc1ccc(-c2nc(CSc3nncn4c3cc3occc34)c(C)o2)cc1
    0% | -5% | -15
- CCc1ccc(CN(Cc2ccco2)C(=O)c2ccc(C)cc2)cc1
    3% | ? | 9
- Cc1cc(=O)n(C(C)C(=O)N2CCCc3ccccc32)c2c1c(C)nn2-c1ccccc1 (configuration not stated)
    14% | 2% | -11
- COc1ccc(CN2COc3ccc4c(-c5ccccc5)cc(=O)oc4c3C2)cc1
    51%[activator] | 11% | -25
- O=C(c1ccc(CSc2nc3ccncc3n2Cc2ccccc2F)cc1)N1CCCCCC1
    4% | -27% | -17
- COCc1c(Br)c(C)nc2sc3c(=O)n(-c4cccc(Br)c4)nnc3c12
    19% | -2% | -12
- CC1(C)CC(=O)c2cc(C(=O)Nc3ccccc3Cl)c(=O)n(-c3ccc(Cl)cc3)c2C1
    6% | 2% | -4
- Cc1nc2cccnc2n1-c1cccc(C(=O)NCCN(C)C)c1
    2% | 2% | 6
- O=C(CCCn1c(=O)[nH]c2ccccc2c1=O)NCc1ccccc1Cl
    -8% | 4% | -16
- COC(=O)c1ccccc1NC(=O)c1nn(C)c2c1COc1ccccc1-2
    4% | 5% | 6
- Cc1ccc(CN2CCCN(CC(=O)Nc3ccc(C)cc3C)S2(=O)=O)cc1
    3% | ? | 5
- CCN(CC)c1ccc(-c2nc(-c3ccco3)no2)cc1[N+](=O)[O-]
    0% | -18% | 4
- Cc1c(Cl)cccc1NC(=O)CSc1nc(=O)n(Cc2ccccn2)c2c1CCC2
    3% | 10% | -11
- CCc1ccc(-n2c(=O)c3cccnc3n2CC(=O)Nc2cc(OC)ccc2OC)cc1
    3% | 8% | 3
- CN(Cc1ccccc1)S(=O)(=O)c1ccc(F)c(C(=O)Nc2cc(Cl)cc(Cl)c2)c1
    -19% | ? | -4
- Cc1ccc(S(=O)(=O)N2CCCc3cc(NC(=O)c4ccc(Cl)cc4)ccc32)cc1
    -3% | ? | 4
- CCCc1cc(C(=O)Nc2c(C)nn(Cc3c(Cl)cccc3Cl)c2C)no1
    7% | ? | 5
- COc1ccccc1NC(=O)c1c(NCc2ccc(C)o2)sc2c1CCCCC2
    1% | 6% | 5
- CCc1ccc(-c2nc(CN3CCCC(C(=O)NCc4ccccc4Cl)C3)c(C)o2)cc1 (configuration not stated)
    -20% | ? | -12
- O=S(=O)(c1ccc(-c2cc(C(F)(F)F)on2)s1)N1CCN(c2ccccc2)CC1
    0% | 10% | -7
- CCc1nn(CC(=O)NCc2ccccc2Cl)c(=O)c2cc3ccccc3n12
    5% | 3% | 9
- Cc1ccc(NC(=O)CSc2nc3nccnc3c(=O)n2CCc2c[nH]c3ccccc23)c(C)c1
    -12% | 2% | -2
- O=C(CSc1nc(=O)[nH]c2c1CCCC2)NCc1ccc(F)cc1
    0% | 11% | -6
- CC(C)CC(=O)Nc1ccc2nc(SCC(=O)N3CCc4ccccc43)sc2c1
    -13% | -21% | -8
- CC(C)c1nn2c(=O)cc(COC(=O)c3ccc(NC(=O)CCc4ccccc4)cc3)nc2s1
    3% | 1% | 11
- CCOC(=O)CN1C(C(=O)c2ccccc2)=C(OC(=O)c2ccccc2)c2ccccc2S1(=O)=O
    -8% | ? | 49*
- COc1cccc(CNC(=O)CCCn2nc(C)c3sc4ccccc4c3c2=O)c1
    -2% | 14% | 11
- CCOc1ccc(/C=C/C(=O)Nc2sc3c(c2C(=O)OC)C(C(=O)OC)CC3)cc1 (configuration not stated)
    -6% | 22% | 7
- Cc1cccc2c(=O)cc(CSc3ccccc3NC(=O)C(C)(C)C)[nH]c12
    2% | -19% | -6
- CCc1cccc(NC(=O)CN2Cc3ccccc3C2=O)c1
    -10% | 2% | -16
- CCCC(=O)OCc1cnc(C)c2oc(=O)c(C(=O)Nc3ccc(F)cc3C)cc12
    15% | 3% | 6
- O=C(Nc1cccc(F)c1)C1CCN(c2nc3ccccc3[nH]2)CC1
    8% | 8% | -24
- COc1ccc(N2CCN(C(=O)c3cc(-c4ccc(C)c(F)c4)on3)CC2)cc1
    19% | 0% | 2
- CCC1Oc2ccccc2N(CC(=O)NCc2cc(OC)ccc2OC)C1=O (configuration not stated)
    6% | 4% | 12
- COc1ccccc1CNC(=O)CCC1N=C2c3ccccc3N=C(SCC(N)=O)N2C1=O (configuration not stated)
    -20% | ? | -11
- COc1ccc(Cn2c(=O)c3oc4ccccc4c3n(Cc3ccccc3)c2=O)cc1
    2% | 15% | 10
- Cc1nn(-c2ccc(N3CCCCC3)nn2)c(C)c1CCC(=O)NCc1ccc(F)cc1
    1% | 2% | -12
- COc1ccc(OC)c(-n2cnc3cc(C(=O)NC4CCCCCC4)ccc32)c1
    -13% | -3% | -10
- Cc1cccc(N(C)S(=O)(=O)c2nnc(NC(=O)c3cccs3)s2)c1
    3% | -24% | -25
- CCCOc1ccc(C2c3c(oc4ccccc4c3=O)C(=O)N2c2nc(C)c(C(=O)OCC)s2)cc1 (configuration not stated)
    -1% | 12% | 8
- CCOC(=O)c1c(C)oc2nc(C)nc(NCc3ccc(F)cc3)c12
    -17% | 11% | 13
- COc1ccc(OC)c(C2CC(=O)c3c([nH]c(C(=O)OC4CCC(C)CC4)c3C)C2)c1 (configuration not stated)
    -9% | ? | -6
- CC(C)CCN(C(=O)Nc1ccc(Cl)c(Cl)c1)C1CCN(C(C)C)CC1
    3% | -29% | -34
- Cc1cccc(NC(=O)c2ccc3c(O)c(S(=O)(=O)c4ccccc4)c(=O)[nH]c3c2)c1C
    18% | 8% | -9
- Cc1cccc(OC(=O)c2cc(-c3ccc4c(c3)OCCO4)on2)c1C
    -3% | 18% | -13
- CCOC(=O)c1cc(CC)sc1NC(=O)COc1ccccc1C
    2% | 1% | 2
- CCc1cccc(CC)c1NC1=NS(=O)(=O)c2ccccc21
    15% | -4% | -5
- Cc1cc(C)c2oc(C(=O)Nc3c(C(=O)c4ccc(F)cc4)oc4ccccc34)cc(=O)c2c1
    1% | 6% | 3
- Cc1nn2c(=O)cc(COC(=O)c3ccccc3NC(=O)C3CCCCC3)nc2s1
    1% | 4% | 3
- COc1ccc(CNC(=O)Cn2c(=O)cc(C)c3c(C)nn(-c4cccc(Cl)c4C)c32)cc1
    2% | 8% | -4

# The list goes on.
# Under each structure – HEK293 tox | GLP-1R inv ag | D3 ag
- COc1ccc(Cl)cc1NC(=O)Cn1c(=O)n(Cc2cccs2)c(=O)c2cccnc21
    -9% | -27% | -12
- Cc1ccc2c(CC(=O)Nc3c(C(=O)c4ccc(F)cc4)oc4ccccc34)coc2c1C
    16% | 7% | -2
- CC1=C(C(=O)NCc2ccc(C)cc2)C2(CCCCC2)OC1=O
    -4% | -2% | 4
- COc1ccc(NC(=O)c2c(-c3ccc(C)cc3)nnc3ccccc23)c(OC)c1
    12% | 10% | -1
- O=C(Nc1ccc(-c2nc3cc(Cl)ccc3o2)cc1)c1cc2ccccc2o1
    2% | 7% | 6
- Cc1cccc(-n2nnc(-c3nc(-c4cccs4)no3)c2N)c1
    2% | 30% | -3
- Cc1c(C(=O)N2CCC(C)CC2)c(S(=O)(=O)Nc2ccc(OC(F)(F)F)cc2)c(C)n1C
    -1% | ? | 5
- COc1ccc(-c2nc3ccccc3s2)cc1NC(=O)c1ccccc1OC
    6% | 22% | -3
- COc1ccc(Cn2ccc3nc(C)c(C(=O)N4CCN(c5ccccc5)CC4)cc3c2=O)cc1
    3% | 3% | 3
- COc1ccc(CCNC(=O)c2c(O)nc3c(C)cccn3c2=O)cc1OC
    -3% | 9% | -2
- Cc1oc2ccc(O)c(CN(C)Cc3ccccc3)c2c1C(=O)Nc1ccccc1
    -11% | ? | -11
- Cn1c(=O)c2c(ncn2CC(=O)Nc2cc(Cl)cc(Cl)c2)n(C)c1=O
    11% | 1% | -20
- CCOc1ccccc1CC1C(=O)Nc2ccc(Br)cc21 (configuration not stated)
    -16% | ? | -10
- O=C1CC(c2ccccc2)Cc2[nH]c(=O)c(-c3nc(-c4ccc(Cl)cc4)cs3)cc21 (configuration not stated)
    5% | ? | 4
- CCCCN(CCCNC(=O)c1cc(Nc2ccc(OC)cc2OC)nc2ccccc12)Cc1ccccc1
    -4% | ? | -18
- Cc1ccc(NC(=O)C(C)n2nnc3sc4c(c3c2=O)CCCC4)cc1Cl (configuration not stated)
    -1% | ? | -8
- COc1ccccc1C(=O)Nc1c(C(=O)NC(C)(C)C)oc2ccccc12
    0% | 0% | 5
- Cc1cc(C)cc(Oc2nc3c(c(=O)n(C)c(=O)n3C)n2Cc2ccc(F)cc2)c1
    3% | 5% | 3
- Brc1ccc(CN2CCc3nc(N4CCN(c5ncccn5)CC4)ncc3C2)cc1
    -8% | -22% | 6
- COc1ccc(-n2nc(C(=O)N3CCCC(C)C3)c3c4ccccc4n(C)c3c2=O)cc1 (configuration not stated)
    -4% | -4% | 10
- O=C(CSCc1ccc(F)cc1)N1CCc2c([nH]c3ccccc23)C1c1ccc(F)cc1 (configuration not stated)
    -5% | 4.5µM* | 4
- Cc1ccc(NC(=O)c2cn(-c3ccccc3)nc2-c2ccccc2)cc1
    6% | ? | -21
- COc1ccc(CNC(=O)c2ccc3nc(-c4ccc(F)cc4)c(-c4ccc(F)cc4)nc3c2)cc1
    -1% | -7% | 10
- Cc1nn(-c2ccccc2)c2sc(C(=O)Nc3cccc(Br)c3)cc12
    -9% | -1% | 7
- Cc1ccc(CCNC(=O)CCSCc2ccccc2F)cc1
    0% | 3% | 4
- Cc1cc(C)c(S(=O)(=O)N2CCN(Cc3nc4ccc(C)cc4o3)CC2)c(C)c1
    1% | ? | -3
